High-throughput results deposited in PubChem by ICCB-Longwood Screening Facility, Harvard Medical School.
PV pol inh: poliovirus RdRp elongation inhibitors, primary screen, biochemical, fluorescence polarization, total intensity | % elongation, % (compound at 16.7 µg/mL) | Genome polyprotein (Poliovirus type 1 (strain Mahoney)), P03300 | poliovirus polymerase elongation; active compounds read low | AID 588519, 2011 | 0.66% of 150,000 active; in the data active = % elongation below about 90%; also: some results filed as inactive read as strong as hits
Target sequence (P03300 1749-2209 limits assumed): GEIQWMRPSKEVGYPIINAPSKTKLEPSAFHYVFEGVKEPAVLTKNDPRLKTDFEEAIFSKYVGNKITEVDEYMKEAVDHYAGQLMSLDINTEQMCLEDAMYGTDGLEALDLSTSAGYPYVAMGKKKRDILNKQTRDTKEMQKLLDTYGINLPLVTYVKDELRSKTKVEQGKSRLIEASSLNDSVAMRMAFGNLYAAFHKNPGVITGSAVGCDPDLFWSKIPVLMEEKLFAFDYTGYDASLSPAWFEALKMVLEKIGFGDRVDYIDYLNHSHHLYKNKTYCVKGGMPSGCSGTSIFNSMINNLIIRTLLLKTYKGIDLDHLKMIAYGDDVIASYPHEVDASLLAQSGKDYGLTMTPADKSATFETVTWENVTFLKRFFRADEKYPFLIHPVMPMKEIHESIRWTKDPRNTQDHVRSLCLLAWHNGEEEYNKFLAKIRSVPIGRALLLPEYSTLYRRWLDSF
PV pol inh FP z-score: further read-out of PV pol inh, marked with its call; z-score; measured here: FP z-score; hits read low
* marks the source's active call; other numbers are inactive results. These rows are one share of the data (hit frequency here may not be typical).

Screening CCc1ccccc1NC(=O)C1CCCN(c2nnc(-n3c(C)ccc3C)s2)C1 (stereo unspecified) returned PV pol inh 105 and PV pol inh FP z-score -0.6.
Screening COc1ccccc1C(=O)Nc1nc(-c2ccccc2)ns1 returned PV pol inh 105 and PV pol inh FP z-score 0.2.
For CC1=C(C(=O)Nc2ccccc2C)Sc2ccccc2N1 the results were PV pol inh 102 and PV pol inh FP z-score -0.4.
`CN(C)c1nc(C#N)nc(N2CCOCC2)n1` gave PV pol inh 100 and PV pol inh FP z-score -0.1.
For CCOc1cc(CNCc2ccco2)ccc1OCc1ccccc1 the results were PV pol inh 104 and PV pol inh FP z-score 0.8.
For O=C(Nc1ccccc1F)OCC1CCCN2CCCCC12 (stereo unspecified) the results were PV pol inh 103 and PV pol inh FP z-score -0.1.
`c1ccc2c(NC3CCCC3)nc(N3CCNCC3)nc2c1` gave PV pol inh 101 and PV pol inh FP z-score 0.
NC(=O)C1CCN(C(=O)c2cn(-c3ccccc3)nc2-c2cccs2)CC1 was read as PV pol inh 102 and PV pol inh FP z-score 0.5.
Cc1ccc(Cl)cc1N1CCN(CCCNc2nc3ccccc3n3c(C)nnc23)CC1 was read as PV pol inh 101 and PV pol inh FP z-score 0.
CCC(=O)c1nc2ccccc2c(=O)n1-c1ccccc1C was read as PV pol inh 103 and PV pol inh FP z-score 0.5.
For CCC1CCCCN1C(=O)Cn1c(=O)n(Cc2ccccc2Cl)c(=O)c2cc(OC)c(OC)cc21 (stereo unspecified) the results were PV pol inh 103 and PV pol inh FP z-score 0.5.
For CC1Cn2c(C(=O)NCc3ccccc3)cc3c(Cl)ccc(c32)O1 (stereo unspecified) the results were PV pol inh 104 and PV pol inh FP z-score 0.4.
`CCN(CC)CCCNC(=O)c1cnc(SC)nc1-c1ccccc1` gave PV pol inh 105 and PV pol inh FP z-score -0.3.
Screening CN(Cc1ccccc1)C(=O)CCS(=O)(=O)c1cc2c(cc1Cl)NC(=O)CO2 returned PV pol inh 105 and PV pol inh FP z-score 1.6.
For CCCC(=O)Nc1cccc(N)c1 the results were PV pol inh 104 and PV pol inh FP z-score 0.2.
For Cc1ccc(CN(C(=O)C(C)Oc2ccc(Cl)c(C)c2)C2CCS(=O)(=O)C2)o1 (stereo unspecified) the results were PV pol inh 102 and PV pol inh FP z-score 0.1.
Cc1cc(N2CCN(c3cccc(C)c3C)CC2)n2nc(C)c(-c3ccc(Cl)cc3)c2n1 was read as PV pol inh 105 and PV pol inh FP z-score 0.1.
Screening CCOc1ccc(CCNC(=O)c2cnc3sc(N4CCC(C)CC4)nn3c2=O)cc1 returned PV pol inh 105 and PV pol inh FP z-score -0.3.
`COc1cc(NC(=O)CCNS(=O)(=O)c2ccc3c(c2)CCCC(=O)N3)cc(OC)c1OC` gave PV pol inh 101 and PV pol inh FP z-score 0.
For CNC(=O)CN(Cc1ccccc1)S(=O)(=O)c1ccc(Cl)cc1 the results were PV pol inh 102 and PV pol inh FP z-score 0.

Structures above with a Cl atom (7):
Cc1ccc(Cl)cc1N1CCN(CCCNc2nc3ccccc3n3c(C)nnc23)CC1 was read as PV pol inh 101 and PV pol inh FP z-score 0.
For CCC1CCCCN1C(=O)Cn1c(=O)n(Cc2ccccc2Cl)c(=O)c2cc(OC)c(OC)cc21 (stereo unspecified) the results were PV pol inh 103 and PV pol inh FP z-score 0.5.
For CC1Cn2c(C(=O)NCc3ccccc3)cc3c(Cl)ccc(c32)O1 (stereo unspecified) the results were PV pol inh 104 and PV pol inh FP z-score 0.4.
Screening CN(Cc1ccccc1)C(=O)CCS(=O)(=O)c1cc2c(cc1Cl)NC(=O)CO2 returned PV pol inh 105 and PV pol inh FP z-score 1.6.
For Cc1ccc(CN(C(=O)C(C)Oc2ccc(Cl)c(C)c2)C2CCS(=O)(=O)C2)o1 (stereo unspecified) the results were PV pol inh 102 and PV pol inh FP z-score 0.1.
Cc1cc(N2CCN(c3cccc(C)c3C)CC2)n2nc(C)c(-c3ccc(Cl)cc3)c2n1 was read as PV pol inh 105 and PV pol inh FP z-score 0.1.
For CNC(=O)CN(Cc1ccccc1)S(=O)(=O)c1ccc(Cl)cc1 the results were PV pol inh 102 and PV pol inh FP z-score 0.

2 compounds drawn at random from the list so far, as already listed:
For Cc1ccc(CN(C(=O)C(C)Oc2ccc(Cl)c(C)c2)C2CCS(=O)(=O)C2)o1 (stereo unspecified) the results were PV pol inh 102 and PV pol inh FP z-score 0.1.
For CCC1CCCCN1C(=O)Cn1c(=O)n(Cc2ccccc2Cl)c(=O)c2cc(OC)c(OC)cc21 (stereo unspecified) the results were PV pol inh 103 and PV pol inh FP z-score 0.5.

Other structures follow.
For CCOC(=O)c1c(C)c(-c2ccccc2)n(CC(=O)NCc2ccccc2)c1C the results were PV pol inh 101 and PV pol inh FP z-score -1.
For CCC(c1c(N)[nH]c(=S)[nH]c1=O)c1c(N)[nH]c(=S)[nH]c1=O the results were PV pol inh 103 and PV pol inh FP z-score 0.2.
Screening COc1ccc(NC(=O)C(C)n2nc(-c3cc(C)ccc3C)c3c(c2=O)CCCC3)cc1 (stereo unspecified) returned PV pol inh 109 and PV pol inh FP z-score 0.8.
CCOc1ccccc1NS(=O)(=O)c1cc2[nH]c(=O)c(=O)[nH]c2cc1C was read as PV pol inh 102 and PV pol inh FP z-score -0.9.
Screening CCSc1ccccc1C(=O)N=C1NC(=O)CC2C(=O)NCCN12 (stereo unspecified) returned PV pol inh 101 and PV pol inh FP z-score 0.
`O=C(c1cccnc1)N1CCC(Cc2ccccc2)CC1` gave PV pol inh 101 and PV pol inh FP z-score -0.1.
Screening CCC(Sc1nc2nccnc2c(=O)n1Cc1ccc2c(c1)OCO2)C(=O)NC1CCCCC1 (stereo unspecified) returned PV pol inh 104 and PV pol inh FP z-score 0.
Screening C[C@]12N[C@H](Cc3ccccc31)c1ccccc12 returned PV pol inh 100 and PV pol inh FP z-score 0.
C/C(=N/Nc1nc2ccccc2s1)C1=C(O)c2ccccc2C1=O was read as PV pol inh 103 and PV pol inh FP z-score 0.7.
`CCS(=O)(=O)c1ccc2nc(SCC(=O)n3c4c(c5ccccc53)CCCC4)oc2c1` gave PV pol inh 101 and PV pol inh FP z-score 0.1.
COc1ccc(C2(CC(=O)O)CCOC(C)(C)C2)cc1 (stereo unspecified) was read as PV pol inh 101 and PV pol inh FP z-score -0.2.
Screening O=C(OCC(=O)N1CCN(Cc2ccccc2)CC1)c1ccc(Cl)cc1 returned PV pol inh 101 and PV pol inh FP z-score -0.1.
For CC1(C)CN=C(NC2CCCCC2)S1 the results were PV pol inh 101 and PV pol inh FP z-score -0.3.
For CNC(=O)c1oc2c(c1C)C(=O)CC(C)(C)C2 the results were PV pol inh 106 and PV pol inh FP z-score 2.1.
CCN(C(=O)COc1ccc(-c2nnco2)cc1)c1cccc2ccccc12 was read as PV pol inh 103 and PV pol inh FP z-score 0.2.
Screening O=C(Nc1ccccc1C(=O)O)c1cc(S(=O)(=O)N2CCCC2)ccc1Cl returned PV pol inh 102 and PV pol inh FP z-score 0.
For CS(=O)(=O)NCCc1ccccc1 the results were PV pol inh 101 and PV pol inh FP z-score -0.3.
`COc1cc(C2SCCS2)cc(Br)c1OC(=O)NC(=O)c1c(F)cccc1F` gave PV pol inh 101 and PV pol inh FP z-score -0.7.
Screening COc1ccc(NC(=O)c2cccc(N3CCCS3(=O)=O)c2)c(OC)c1 returned PV pol inh 104 and PV pol inh FP z-score -0.2.
`COc1ccc(-c2noc(N(C)c3ccccc3)n2)cc1` gave PV pol inh 106 and PV pol inh FP z-score 1.6.

Part of the list above in order of length of the SMILES, rising.
For CNC(=O)c1oc2c(c1C)C(=O)CC(C)(C)C2 the results were PV pol inh 106 and PV pol inh FP z-score 2.1.
C/C(=N/Nc1nc2ccccc2s1)C1=C(O)c2ccccc2C1=O was read as PV pol inh 103 and PV pol inh FP z-score 0.7.
`CCS(=O)(=O)c1ccc2nc(SCC(=O)n3c4c(c5ccccc53)CCCC4)oc2c1` gave PV pol inh 101 and PV pol inh FP z-score 0.1.

(next part)
`CC1NCCc2sccc21` (stereo unspecified) gave PV pol inh 104 and PV pol inh FP z-score 1.1.
Cc1nc2sccn2c(=O)c1CCC(=O)O was read as PV pol inh 101 and PV pol inh FP z-score 0.3.
Screening CCC(=O)Nc1c(C#N)c2nc3ccccc3nc2n1Cc1ccccc1 returned PV pol inh 114 and PV pol inh FP z-score 3.5.
`Cc1ccc(NC(=O)CN(C)S(=O)(=O)c2cccc3nsnc23)c(C)c1` gave PV pol inh 104 and PV pol inh FP z-score 0.1.
Screening CCOc1ccc(C2C3=C(CCCC3=O)Nc3ncnn32)cc1 (stereo unspecified) returned PV pol inh 101 and PV pol inh FP z-score -0.2.
`Cn1cc(C(=O)NC2CCCC2)c(=O)c2cc(S(=O)(=O)N3CCCCC3)ccc21` gave PV pol inh 100 and PV pol inh FP z-score -0.6.
`CC(NC(=O)Cn1[nH]c(=O)c2ccccc2c1=O)c1ccc(-n2ccnc2)cc1` (stereo unspecified) gave PV pol inh 97 and PV pol inh FP z-score -1.
Screening Cc1ccc(C(=O)N(Cc2ccco2)c2ccccn2)cc1 returned PV pol inh 112 and PV pol inh FP z-score 0.4.
Screening COc1ccc(NC(=O)CSC2=Nc3ccccc3N=C(c3ccc(F)cc3)C2)cc1OC returned PV pol inh 105 and PV pol inh FP z-score -0.5.
`Cc1noc(C)c1CSc1ccccc1C(=O)Nc1nccs1` gave PV pol inh 108 and PV pol inh FP z-score 0.9.
`N#CC1=C(N)N2C(=C(C#N)C1c1cccnc1)Sc1ccccc12` (stereo unspecified) gave PV pol inh 72 and PV pol inh FP z-score -8.6.
COc1ccc(/C=N/n2cn[nH]c2=S)cc1OC was read as PV pol inh 104 and PV pol inh FP z-score 0.6.
For O=C(Nc1ccccc1)NC1CCCCC1 the results were PV pol inh 102 and PV pol inh FP z-score 0.
For CC(C)C(=O)NC(=S)Nc1ccc(N2CCCCC2)cc1 the results were PV pol inh 99 and PV pol inh FP z-score -1.4.
Screening COc1ccc(-c2nc3c(c(SCC(N)=O)n2)Cc2ccccc2O3)cc1 returned PV pol inh 103 and PV pol inh FP z-score 0.5.
Screening COc1ccc(S(=O)(=O)N2CCC(NC(=O)c3ccccc3)CC2)cc1 returned PV pol inh 102 and PV pol inh FP z-score 0.
`Cc1ccc(-n2ncc3c(N4CCC(Cc5ccccc5)CC4)ncnc32)cc1` gave PV pol inh 108 and PV pol inh FP z-score 0.1.
`CCc1nn2c(=O)cc(COc3ccc(/C=C(\C#N)C(=O)Nc4ccc(C)cc4)cc3)nc2s1` gave PV pol inh 99 and PV pol inh FP z-score -1.9.
`O=S(=O)(Nc1ccc(F)cc1F)c1ccc(Br)s1` gave PV pol inh 106 and PV pol inh FP z-score 0.5.
Screening CCOC(=O)c1cnc2cc(-c3ccc(C)cc3)nn2c1C returned PV pol inh 101 and PV pol inh FP z-score 0.1.
CC(=O)Nc1ccc(-n2cc(-c3ccccc3)[nH]c2=S)cc1 was read as PV pol inh 96 and PV pol inh FP z-score -0.9.
`COc1ccc(Cn2nnc3c(=O)[nH]c(C4CCCN(C(=O)c5ccccc5Cl)C4)nc32)cc1OC` (stereo unspecified) gave PV pol inh 107 and PV pol inh FP z-score 0.
Screening Cc1onc(-c2ccccc2)c1CNC(=O)Nc1ccccc1 returned PV pol inh 103 and PV pol inh FP z-score 0.1.
CC(CO)(CO)NC(=O)NC1CCCCC1 was read as PV pol inh 100 and PV pol inh FP z-score -0.5.
`CCc1ccc(NC(=S)N(CCCN2CCCCC2)Cc2ccco2)cc1` gave PV pol inh 103 and PV pol inh FP z-score 0.6.
FC(F)(F)Oc1ccc(-c2nnc(-c3cccnc3)o2)cc1 was read as PV pol inh 104 and PV pol inh FP z-score -0.1.
Screening CC(C)(C)NC(=O)NCc1ccco1 returned PV pol inh 102 and PV pol inh FP z-score 0.1.
For C/C(=C/C(=O)C(F)(F)F)N1CCN(c2ccccn2)CC1 the results were PV pol inh 103 and PV pol inh FP z-score 0.1.
O=C(Cn1c(=O)n(-c2ccc(Cl)cc2)c(=O)c2sc3ccccc3c21)NC1CCCCC1 was read as PV pol inh 105 and PV pol inh FP z-score 0.1.
Screening CCOc1ccc(NC(=O)c2ccc3[nH]c(C)c(C)c3c2)cc1 returned PV pol inh 107 and PV pol inh FP z-score 0.1.
`O=C(O)c1cc2cccc(S(=O)(=O)N3CCCCCC3)c2cc1O` gave PV pol inh 102 and PV pol inh FP z-score -0.2.
`Cc1ccc(CCNC(=O)CN2C(=O)COc3ccc(S(=O)(=O)N4CCCCCC4)cc32)cc1` gave PV pol inh 118 and PV pol inh FP z-score 0.3.
Cc1noc(/C=C/N2CCOCC2)c1S(=O)(=O)N(C)CC(=O)NC1CCCCC1 was read as PV pol inh 99 and PV pol inh FP z-score -0.5.
CCc1ccc(N2C(=O)c3ccncc3C2=O)cc1 was read as PV pol inh 99 and PV pol inh FP z-score -1.5.
For CCn1c(SCc2ccc(F)cc2Cl)nnc1-c1nonc1NC(C)=O the results were PV pol inh 104 and PV pol inh FP z-score -0.6.
COCC(=O)N1CCC(c2nc3ccccc3[nH]2)CC1 was read as PV pol inh 103 and PV pol inh FP z-score 0.5.
N#CCS(=O)(=O)c1cc(Cl)ccc1Cl was read as PV pol inh 101 and PV pol inh FP z-score -0.4.
For Cc1cc(C)n(-c2cccc(Cl)c2C#N)n1 the results were PV pol inh 101 and PV pol inh FP z-score -0.2.
For Cc1ccccc1OCCCn1cc(C(=O)C2CC2)c2ccccc21 the results were PV pol inh 104 and PV pol inh FP z-score 0.6.
Screening CCC(Sc1nnc2c3ccccc3n(C(C)C)c2n1)C(=O)Nc1nc2ccccc2s1 (stereo unspecified) returned PV pol inh 100 and PV pol inh FP z-score -0.1.
CC(C)(C)C(=O)CC(Nc1ccccc1)c1ccc(Cl)cc1 (stereo unspecified) was read as PV pol inh 106 and PV pol inh FP z-score 0.3.

Taken from above, 2 compounds:
Screening CCc1ccccc1NC(=O)C1CCCN(c2nnc(-n3c(C)ccc3C)s2)C1 (stereo unspecified) returned PV pol inh 105 and PV pol inh FP z-score -0.6.
Screening COc1ccccc1C(=O)Nc1nc(-c2ccccc2)ns1 returned PV pol inh 105 and PV pol inh FP z-score 0.2.
